WT yeast gro inh – growth inhibition of WT strain, primary screen, mitochondrial fusion inhibitor project, WT and mutant strains, chemical genetic; mitochondrial fusion phenotypic screen; inhibition, % at 10 µM; 190,000 tested, 2.1% active; AID 1362, 2008; in the data active = inhibition above about 58%; tested in S. cerevisiae
PMI inhibitors – inhibitors of human PMI, primary screen, biochemical, fluorescence intensity, coupled assay (AID 1209). 190,000 tested, 0.42% active. Mannose-6-phosphate isomerase (Homo sapiens). one-dose inhibition, % at 20 µM; IC50 in µM for titrated hits. purified PMI enzyme, coupled fluorescence intensity; higher % means a stronger effect;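 also: plate controls were DMSO vehicle for no effect and wells lacking substrate for full effect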
RSV antiviral HEp-2 – RSV antiviral activity via CPE protection, HEp-2 cells, primary 10 µM value included (AID 2391); HEp-2 cells, RSV-induced CPE inhibition; higher % means a stronger effect; 310,000 tested, 0.13% active; one-dose CPE inhibition, % at 10 µM; IC50 in µM for titrated hits; in the data active = a potency from the dose series; inconclusive = CPE inhibition mostly from about 23% at the one dose, without a potency; inactive = the rest, 99 in 100 with CPE inhibition below about 21%; also: strong numbers were not always called active
TNAP activators – human TNAP enzyme activators, primary screen, biochemical, luminescent, no phosphate acceptor, uHTS (AID 1001). purified TNAP, luminescent activation assay, no phosphate acceptor; higher activation fold means a stronger effect. one-dose activation fold at 20 µM; EC50 in µM for titrated hits. 200,000 tested, 0.03% active; in the data active = activation fold from about 3, or a potency from the dose series; inactive = the rest, 99 in 100 with activation fold below about 1.6; also: many of its hits are not listed in these tables
XIAP displacement – XIAP antagonists, biochemical, IAP family, fluorescence polarization (AID 1018) | XIAP BIR domain, fluorescence polarization peptide displacement; higher % means a stronger effect | displacement, % at 20 µM, or IC50 in µM where a hit was titrated | 200,000 tested, 0.007% active; in the data active = displacement above about 50%; also: a part of the inactive calls stands beside numbers as strong as those of hits
Siah-1 displacement – Siah-1 peptide-binding antagonists, primary screen, biochemical, fluorescence polarization, rhodamine-plectin, uHTS (AID 1817) | E3 ubiquitin-protein ligase SIAH1 (Homo sapiens) | Siah-1 / rhodamine-plectin peptide fluorescence polarization; higher % means a stronger effect | displacement, % at 20 µM; hits with a dose series show IC50 in µM | 290,000 tested, 0.02% active;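 active = displacement of at least 50% at 20 µM, with a fluorescence ratio check between 0.3 and a set limit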;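 also: plate controls were Siah plus tracer with DMSO for no effect and tracer alone without Siah for full effect; strong numbers were not always called active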
PMI inhibition – human PMI inhibitors, high substrate, primary screen, biochemical, fluorescence intensity, high mannose 6-phosphate (AID 1220); recombinant PMI enzyme, coupled fluorescence intensity; higher % means a stronger effect; inhibition, % at 20 µM; hits with a dose series show IC50 in µM; Mannose-6-phosphate isomerase (Homo sapiens); 190,000 tested, 0.66% active
Myeloid diff 2 – induction of myeloid progenitor differentiation, primary screen, cell-based, flow cytometry, MLPCN library; ER-HoxA9 myeloid progenitors, lysozyme-GFP differentiation; calls only at 10 µM; AID 624256, 2012; 360,000 tested, 1% active;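 active = normalized GFP-positive differentiation at or above the plate's own cutoff, the solvent-only control mean plus 3 SD; inconclusive = no clear call, values can overlap the other calls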;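 also: cells exposed to compound for four days before flow analysis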
PhoP inhibition – inhibitors of PhoP regulon expression, primary screen, Salmonella Typhimurium, GFP reporter (AID 1863). S. Typhimurium PhoP-regulated promoter GFP reporter, 4 h; higher % means a stronger effect. inhibition, % at 50 µM; hits with a dose series show IC50 in µM. 300,000 tested, 0.16% active;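 active = inhibition over 29.93%, a cutoff 3 SD above the screen mean, later confirmed by dose response; inconclusive = inhibition over 29.93% but no dose response follow-up; inactive = inhibition at most 29.93% or unconfirmed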;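 also: 0% = low Mg2+ inducing control and 100% = high Mg2+ repressing control; strong numbers were not always called active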
WT yeast gro inh mutant strain – also measured in WT yeast gro inh; calls as there; inhibition, %; mitochondrial fusion phenotypic screen, mutant strain inhibition
Myeloid diff 2 GFP+ MAC1+ % – second read-out of Myeloid diff 2, no call of its own (marks repeat the call); GFP+ MAC1+ double positive, %; measured here: differentiation confirmed by MAC1 staining
The depositor's hits bear a star; i = inactive; ? = inconclusive; / = not tested or not shown; & = joins results of further samples. Rule as the data show it, unless noted: active = inhibition above about 50%; inactive = the rest. Compounds as they come, and some 3.1% of all compounds hit somewhere here.

molecule,WT yeast gro inh,WT yeast gro inh mutant strain,PMI inhibitors,RSV antiviral HEp-2,TNAP activators,XIAP displacement,Siah-1 displacement,PMI inhibition,Myeloid diff 2,Myeloid diff 2 GFP+ MAC1+ %,PhoP inhibition
COc1ccc(S(=O)(=O)NCc2cn3c(C)csc3n2)cc1F,8,-1,20%,2.1%,1.2,-4.0%,4%,16%,i,3.2,-11%
Cc1cc(=O)oc2cc(OCC(=O)OCC(=O)Nc3ccc(C(N)=O)cc3)ccc12,/,/,/,-0.9%,/,/,0%,/,i,0.4,-10%
O=C(CCc1ccc(O)c(O)c1)NNC(=S)NCCc1ccccc1,-13,-13,36%,1.6%,1.2,-3.1%,-11%,10%,i,0.5,-7%
CC(=O)N1CCc2cc(S(=O)(=O)NC(CC(C)C)C(=O)N3CCCC3)ccc21 (stereo unspecified),/,/,/,0.9%,/,/,7%,/,i,0.7,-6%
COc1cccc(NC(=S)N(CCC(C)C)C2CCN(C(C)=O)CC2)c1,/,/,/,0.3%,/,/,9%,/,i,0.3,7%
Cc1cccc(Nc2ccncc2S(=O)(=O)NC(=O)NC(C)C)c1,1,8,-5%,0.8%,1.1,-2.4%,1%,-10%,i,9.6,-7%&-6%
Cc1ccc(NC(=O)COC(=O)Cc2ccsc2)cc1S(=O)(=O)N1CCOCC1,-8,-5,3%,2.1%,1.1,-2.3%,8%,13%,i,0.8,-16%
CCc1ccc(-n2c(Cn3nc(C(F)(F)F)cc3C)n[nH]c2=S)cc1,-19,3,10%,0.8%,0.9,0.5%,2%,2%,i,2.0,-4%
CCOC(=O)c1nn(-c2ccc(Br)cc2)cc1C(=O)c1cccc2ccccc12,15,12,8%,1.0%,1.1,-3.6%,0%,20%,i,0.7,-2%
COc1ccc(C)cc1NC(=O)C(Sc1ccccc1)c1ccccc1 (stereo unspecified),28,19,2%,7.1%,1.2,-2.1%,11%,16%,/,/,14%
CCOC(=O)C1=C(C)Nc2ncnn2C1c1cccs1 (stereo unspecified),2,1,6%,1.6%,1,-4.5%,0%,6%,i,0.3,20%
O=C(COC(=O)CCCNC(=O)c1ccc(Cl)cc1)Nc1cc(Cl)c(Cl)cc1Cl,-3,-20,10%,6.0%,1,-6.4%,7%,1%,i,1.0,-5%
COc1ccc(C(=O)Nc2nc3ccccc3[nH]2)cc1S(=O)(=O)N1CCOCC1,1,2,-5%,3.9%,1.6,-3.7%,-1%,4%,i,1.1,1%
O=C(CSc1ccc(-c2cccs2)nn1)NCc1ccccc1Cl,-2,-3,14%,3.1%,1.1,-13%,-3%,8%,/,/,1%
CCC(=O)Nc1nc(-c2ccc3c(c2)CC(C)N3S(C)(=O)=O)cs1 (stereo unspecified),-12,12,12%,3.3%,1,0.6%,2%,7%,i,0.7,1%
CN1C(=O)CC(C(=O)O)SC1=Nc1cccc(C(F)(F)F)c1 (stereo unspecified),-6,20,-5%,0.8%,1.2,2.3%,5%,0%,i,0.9,-12%
O=S1(=O)CC(O)C(N2CCCCC2)C1 (stereo unspecified),-11,-2,6%,4.1%,1.1,-5.7%,25%,1%,i,1.1,1%
Cc1ccc(NC(=O)C2CC(=O)N/C(=N/NC(=O)c3ccc(C)cc3)S2)cc1 (stereo unspecified),-13,3,2%,2.0%,2,-2.7%,11%,1%,i,1.1,-4%
O=C(CCc1nc2ccccc2c(=O)[nH]1)Nc1ccc(F)cc1,-3,-4,2%,0.2%,1.1,0.3%,8%,5%,i,0.4,-8%
COc1ccc(/C=N/NC(=O)CNC(=O)c2ccncc2)cc1,/,/,/,1.8%,/,/,3%,/,i,0.2,-5%
CC(C)C(=O)NNC(=O)CN1CCN(c2nc(-c3ccccc3)cs2)CC1,-7,-6,/,12%,2,-4.1%,4%,/,i,0.3,-3%
CC(C)C(NC(=O)c1ccccc1F)C(=O)Nc1nccs1 (stereo unspecified),-4,10,-8%,0.5%,1.1,-3.2%,10%,-10%,i,0.0,-10%
CCOc1ccc(NC(=O)CSc2nnc(Cn3c(=O)sc4ccccc43)n2C)cc1,10,-1,8%,0.4%,1.1,-7.0%,1%,16%,i,1.1,1%
CNC(=S)SCCOc1ccccc1,/,/,/,1.7%,/,/,7%,/,i,0.5,-8%
COc1cccc(-c2cc(C(F)(F)F)nc(N3CCOCC3)n2)c1,20,5,18%,18%,1.1,-23%,-2%,15%,i,0.9,1%
O=C(NCCCn1ccnc1)c1ccc(S(=O)(=O)N2CCOCC2)cc1,-4,4,6%,-2.4%,1.1,-4.1%,0%,15%,i,0.6,6%
CCCc1cc(N2CCCC(C(=O)Nc3ccc(OC)cc3OC)C2)n2ncnc2n1 (stereo unspecified),-10,0,12%,0.5%,1.1,-2.4%,0%,18%,i,2.7,9%
CCC(C)C(NC(=O)C1CCC(C)CC1)C(=O)NC(CCSC)C(=O)OC (stereo unspecified),-28,-24,-3%,0.4%,1.1,-1.2%,-4%,2%,i,1.1,2%
COc1ccc(/C=C/C(=O)OCC(=O)Nc2cc(C(N)=O)cc(C(N)=O)c2)cc1,-3,-6,0%,0.9%,1,-3.0%,-6%,-1%,i,0.2,-4%
CN(C)CCN(Cc1cc2cc3c(cc2[nH]c1=O)OCO3)C(=S)NCc1ccco1,-12,10,10%,-0.4%,1.1,-7.7%,-3%,2%,i,0.5,0%
COCCNc1cnn(-c2ccccc2)c(=O)c1Cl,/,/,/,-0.1%,/,/,2%,/,i,0.9,2%
CN1CCN(C(=O)c2cc(Cl)ccc2NC(=O)c2ccc(Cl)cc2Cl)CC1,/,/,/,2.0%,/,/,5%,/,i,1.5,-5%
CCOc1cccc(C(=O)Nc2ccc(NC(=O)c3ccccc3)c(C)c2)c1,/,/,/,45%,/,/,5%,/,i,0.3,-1%
COc1cccc(CNC(=O)C2CCCN(c3cnccn3)C2)c1 (stereo unspecified),/,/,/,3.6%,/,/,-2%,/,i,0.5,-10%
Oc1ccc(Cl)cc1C1=NCCNC(C(F)(F)C(F)F)=C1,4,8,6%,3.4%,1,-0.6%,4%,4%,i,2.1,5%
CN1CCN(c2nc3c(c(=O)n(C)c(=O)n3C)n2Cc2ccc(F)cc2)CC1,/,/,/,-0.1%,/,/,4%,/,i,0.0,1%
CCOC(=O)C1CCN(C(=O)CC2(CC(=O)O)CCCC2)CC1,/,/,/,1.0%,/,/,-2%,/,i,1.3,-2%
Nc1cc(C(=O)N2CCN(c3ccc([N+](=O)[O-])cc3)CC2)ccc1N1CC2CC(C1)c1cccc(=O)n1C2 (stereo unspecified),/,/,/,2.2%,/,/,16%,/,i,1.4,2%
CC(C)OCP(=O)(c1ccccc1)c1ccccc1,2,10,-7%,1.4%,1.1,-1.7%,1%,-1%,i,1.9,-8%
COc1ccc(/C=C/C(=O)c2ccc3c(c2)OCCO3)cc1[N+](=O)[O-],2,-7,6%,1.4%,1.1,-1.3%,-1%,4%,/,/,0%
COC(=O)c1cc(NC2c3ccccc3C(=O)N2Cc2ccco2)cc(C(=O)OC)c1 (stereo unspecified),7,1,-3%,1.9%,1.2,-0.5%,-1%,-1%,i,1.3,1%
O=C1c2ccccc2-c2cccnc21,/,/,/,1.7%,/,/,-1%,/,i,0.9,3%
COc1ccccc1N(CC(=O)Nc1ccccc1C)S(C)(=O)=O,2,-5,-7%,0.1%,1.1,-4.9%,7%,-9%,/,/,-7%
O=C(Nc1ccc(Br)cc1)N1CCCCCC1,/,/,/,2.4%,/,/,11%,/,i,1.1,2%
Cc1ccc(CNC(=O)C(=O)NCC2CCCO2)cc1 (stereo unspecified),4,1,-2%,0.3%,1.1,-3.8%,-2%,7%,i,1.2,3%
CSc1ccc(Cl)c(C(=O)NCc2ccco2)c1,-4,-3,6%,0.3%,1.1,1.4%,0%,4%,i,1.5,-2%
CC(C)CN1C(=S)SC(C)(C)C1n1oc(=O)n(-c2ccccc2)c1=O (stereo unspecified),51,5,10%,0.3%,1.1,-7.3%,-1%,1%,i,0.4,0%
Cc1cc(=O)oc2cc(OCC(=O)c3ccc4c(c3)NC(=O)CO4)ccc12,-32,-19,5%,2.0%,1,-20%,12%,0%,i,0.5,4%
COc1ccc(OCc2cc(C(=O)N3C[C@H]4CC[C@H]3C4)no2)c(Cl)c1,/,/,/,6.1%,/,/,5%,/,i,1.5,-5%
CC(C(=O)c1ccc(-c2ccccc2)cc1)[n+]1ccccc1 (stereo unspecified),0,15,-4%,8.6%,1,-2.6%,0%,-9%,?,/,-27%

(next part)
molecule,WT yeast gro inh,WT yeast gro inh mutant strain,PMI inhibitors,RSV antiviral HEp-2,TNAP activators,XIAP displacement,Siah-1 displacement,PMI inhibition,Myeloid diff 2,Myeloid diff 2 GFP+ MAC1+ %,PhoP inhibition
CCc1c(C)nc(SCc2ccccn2)[nH]c1=O,-6,-4,-6%,1.5%,1.1,-0.9%,3%,-7%,i,0.2,1%
CC(NC(=S)Nc1c(Br)cccc1OC(F)F)C(C)(C)C (stereo unspecified),13,13,-10%,2.1%,1,-6.0%,2%,2%,i,0.8,-8%
Cc1cc(C(=O)NCCN2CCN(c3cccc(Cl)c3)CC2)n(-c2ccccc2)n1,41,37,-3%,3.1%,0.9,-9.2%,-4%,-7%,i,2.9,-9%
C=CCn1c(=O)c2c(nc3n2CCCN3Cc2ccccc2)n(C)c1=O,/,/,/,-0.2%,/,/,-2%,/,i,0.6,9%
CSc1nc2[nH]ncc2c(=O)n1-c1ccccc1,16,16,8%,2.6%,1.5,-6.7%,2%,7%,i,0.4,-7%
O=C1/C(=C/c2cccnc2)SC(=S)N1Nc1ccccc1,/,/,/,6.4%,/,/,11%,/,i,0.4,-7%
Cn1c(CNC(=O)c2cccs2)nnc1SCC(=O)Nc1ccc(Cl)cc1,-13,-16,-4%,3.9%,1.1,-1.2%,-6%,-5%,i,0.9,1%
O=C(CC1CCCCC1)NCC1CCCO1 (stereo unspecified),-4,-13,0%,-0.2%,1.1,-6.3%,-4%,-4%,i,0.5,-2%
O=C(O)c1cccc([N+](=O)[O-])c1C(=O)Nc1nc2ccccc2s1,-1,1,-36%,2.2%,1,-13%,-3%,-30%,i,0.2,0%

Assay outcomes as filed in PubChem.
